Screening results as filed in PubChem.
TRHR PAM – allosteric enhancers of human TRH receptor. P34981. TRHR cells, fluo-8 calcium fluorescence, EC20 TRH enhancement. enhancement, % at 2 µM. hit rate 0.66% among 360,000; in the data active means enhancement above about 30%; further: 0% is about no effect
Target sequence (P34981 whole entry, looked up): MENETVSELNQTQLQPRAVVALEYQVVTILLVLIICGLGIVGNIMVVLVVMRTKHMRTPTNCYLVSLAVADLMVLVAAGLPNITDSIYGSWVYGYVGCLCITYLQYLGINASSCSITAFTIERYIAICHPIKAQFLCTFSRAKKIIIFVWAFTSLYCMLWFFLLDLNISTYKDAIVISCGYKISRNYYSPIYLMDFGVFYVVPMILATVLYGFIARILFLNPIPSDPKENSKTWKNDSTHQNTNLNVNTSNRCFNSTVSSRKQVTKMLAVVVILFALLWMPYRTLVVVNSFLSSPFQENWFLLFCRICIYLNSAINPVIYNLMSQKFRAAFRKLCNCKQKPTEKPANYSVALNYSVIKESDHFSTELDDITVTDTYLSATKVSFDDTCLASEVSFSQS
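TRHR-expressing cells loaded with fluo-8 calcium dye were read kinetically (ex 480/em 530) during compound addition, then stimulated with an EC20 of TRH (10 nM final). Enhancement of the Gq-mediated intracellular calcium response was scored.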
D2 PAM – positive allosteric modulators of human D2 dopamine receptor. potentiation, % at 10 µM. hit rate 0.34% among 340,000. HEK293 T-REx D2, calcium flux, EC20 dopamine potentiation. P14416;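 active means potentiation over 3 SD above the plate norm, cut at about 30% in these data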; further: 0% is about no effect
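Tetracycline-induced HEK293 T-REx cells force-coupled to calcium signalling expressed D2; compounds were pin-added after a 10 s baseline, read kinetically 180 s, then an EC20 dopamine challenge followed with a further 180 s calcium read.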
RXFP1 ag – activates the human relaxin receptor RXFP1. Q9HBX9. HEK293T-RXFP1 cAMP TR-FRET, 30 min; response scale: percent of porcine relaxin response, buffer zero. Potency, µM (titrated, usually from 57.5 µM), for the others: at the top dose activation, hits mostly activators. hit rate 0.3% among 370,000; active means well fitted activation curve with a large enough effect; further: potency means the concentration at half of the fitted maximal effect; on the % scale 0 is the no-effect control and ±100 the full control effect; nearly all actives have a fitted effect of over 60% in size; many of its hits are not listed in these tables
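cAMP rise read by TR-FRET after 30 min, 37C compound exposure (up to 58 uM) in RXFP1-transfected HEK293 cells with Ro 20174 present. EC50 from Hill-equation fits, with 29 nM porcine relaxin as 100% and buffer as basal.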
D1 antag – blocks dopamine activation of the human D1 receptor | P21728 | hit rate 3.2% among 360,000 | activity change, negative = inhibition, % at 10 µM | HEK293 TREx D1 cells, calcium flux, dopamine EC80; stronger effect = lower value; in the data active means activity change below about -30%; further: on the % scale 0 is the no-effect control and ±100 the full control effect
Target sequence (P21728 whole entry, looked up): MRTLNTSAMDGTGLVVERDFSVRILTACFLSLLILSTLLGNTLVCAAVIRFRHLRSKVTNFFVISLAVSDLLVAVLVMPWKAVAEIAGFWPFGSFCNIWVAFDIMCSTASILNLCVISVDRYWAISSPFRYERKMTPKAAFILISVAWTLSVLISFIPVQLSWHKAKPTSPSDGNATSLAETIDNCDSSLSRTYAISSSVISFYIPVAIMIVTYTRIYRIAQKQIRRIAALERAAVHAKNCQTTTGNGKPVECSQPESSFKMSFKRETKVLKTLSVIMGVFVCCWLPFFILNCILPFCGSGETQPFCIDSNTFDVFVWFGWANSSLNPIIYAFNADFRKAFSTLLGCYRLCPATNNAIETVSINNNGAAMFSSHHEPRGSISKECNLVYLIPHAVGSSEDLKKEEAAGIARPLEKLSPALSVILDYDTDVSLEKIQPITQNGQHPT
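Cells carrying a force-coupled, tetracycline-inducible human D1 receptor report calcium flux. Each well gets a 10 s baseline, compound with 180 s monitoring, then an EC80 dopamine stimulus with a second 180 s kinetic read.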
D2 antagonist – D2 dopamine receptor (human) antagonism. inhibition, % at 10 µM. HEK293 TREx D2 cells, calcium flux, dopamine EC80. hit rate 2% among 340,000. AID 485344. P14416; in the data active means inhibition above about 30%; further: 0% is about no effect
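Overnight-induced (tetracycline, 30 C) HEK293 T-REx cells carrying force-coupled D2 receive a no-wash calcium dye, then compound, then EC80 dopamine at 180 s; signals are read kinetically throughout.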
RXFP1 antagonist – antagonists of human relaxin receptor RXFP1; hit rate 0.59% among 350,000; activity change, negative = inhibition, % at 57.5 µM; HEK293-RXFP1, relaxin-stimulated cAMP HTRF, 30 min; stronger effect = lower value; Q9HBX9; AID 1259400;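 active means activity change of -60% or lower, but not beyond a set lower limit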; further: on the % scale 0 is the no-effect control and ±100 the full control effect
D1 potentiator – enhances dopamine response at the human D1 receptor; P21728; HEK293 TREx D1 cells, calcium flux, dopamine EC20 potentiation; potentiation, % at 10 µM; hit rate 0.036% among 360,000; AID 504651; in the data active means potentiation above about 30%; further: 0% is about no effect
D1 ag – activates the human D1 dopamine receptor; HEK293 T-REx D1 cells, calcium flux, agonist mode; activation, % at 2 µM; hit rate 1% among 360,000; AID 504660; in the data active means activation above about 30%; further: 0% is about no effect
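Inducible HEK293 T-REx D1 cells, force-coupled to calcium signalling, were plated at 4000 cells/well with tetracycline and held overnight at 30 C. After no-wash calcium dye loading, compound-evoked calcium rise over 180 s flagged agonists.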
D2 ag – agonists of human D2 dopamine receptor. P14416. HEK293 T-REx D2 cells, calcium flux agonist mode. activation, % at 2 µM. hit rate 0.53% among 340,000;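 active means activation over 3 SD above normal in the single-dose calcium agonist read, cut at about 30% in these data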; further: 0% is about no effect
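Tetracycline-induced HEK293 T-REx cells with force-coupled D2 receptor, plated overnight at 30 C, loaded with no-wash calcium dye. After a 10 s baseline, compound was pin-added and calcium flux read kinetically for 180 s; calcium rises flagged agonists.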
Active calls of the source: *; x = no result given. Not all compounds are listed; count on the stated rates, not on these rows.

SMILES	TRHR PAM	D2 PAM	RXFP1 ag	D1 antag	D2 antagonist	RXFP1 antagonist	D1 potentiator	D1 ag	D2 ag
COc1cccc(NC(=O)C(Sc2nc3ccccc3c(=O)n2CC(C)C)c2ccccc2)c1 (stereo not drawn)	-6.8	-2.0	0.4%	-6.6	3.1	0.3	8.4	2.4	0.0
C/C(=N\N(Cc1ccccc1)c1ccccc1)c1ccncc1	-5.9	-4.4	-0.2%	-8.8	6.9	5.3	2.0	3.2	-1.0
CC[N+](CC)(CC)CCOc1ccc(/C=C/c2ccccc2)cc1	9.3	-1.1	0.1%	19.7	-12.1	6.4	13.1	1.9	1.2
CCCc1nnc(NC(=O)CC(=O)OCC)s1	-1.5	6.6	1.2%	28.5	7.9	-1.0	-2.5	1.2	-0.5
CCOC(=O)c1cc(OCC(=O)NC(C)C(C)C)cc(C(=O)OCC)c1 (stereo not drawn)	-0.4	-6.0	2.9%	-1.4	2.6	-0.1	2.2	2.7	-1.2
COc1ccc2oc(=O)c(C(=O)N3CCN(c4ccccc4F)CC3)cc2c1	5.1	8.8	0.1%	5.6	-14.6	-3.9	-0.3	-4.6	0.5
Cc1ccnc2c1ccc1cccnc12	-2.1	-2.6	-1.5%	-1.0	-0.4	18.5	-2.9	1.0	0.5
C[C@H](NC(=O)COc1ccc(Cl)cc1)C(=O)N1CCC2(CC1)NCCc1[nH]cnc12	5.7	12.9	-0.6%	-8.5	10.1	-8.2	0.1	-0.3	0.0
NCCCCCNC(=O)/C=N\O	0.9	-6.0	0.6%	19.5	9.0	-2.7	-5.3	2.7	0.0
CC(C)C(OC(=O)c1ccccc1)c1nccc2ccccc12 (stereo not drawn)	-4.0	10.0	3.5%	8.7	-10.4	-29.7	0.6	7.9	-0.5
Cc1ccc(C)c(NC(=O)C(CC(=O)O)Cc2ccccc2)c1 (stereo not drawn)	0.0	-13.0	-5.8%	-7.5	-1.3	6.2	1.6	3.1	-0.8
CC(C)=C(NC(=O)c1ccccc1)C(=O)NC(Cc1ccccc1)C(=O)O (stereo not drawn)	-4.5	-1.8	0.2%	-1.6	38.9*	-31.1	-5.2	3.5	0.8
C[C@@H](C(=O)Nc1ccccc1N1CCOCC1)N1C(=O)C2CC=CCC2C1=O (stereo partly drawn)	-5.2	-0.9	0.7%	3.9	23.6	1.3	-0.9	2.5	-0.5
Cc1cc2c3c(c1C)C1(C(=O)N3C(C)(C)CC2C)C(C#N)=C(N)Oc2cc(O)ccc21 (stereo not drawn)	0.9	6.5	0.0%	-6.2	-6.3	-8.9	-1.2	0.1	0.7
O=C(Nc1cc(-c2nc3ccccc3o2)ccc1Cl)c1ccc(Br)o1	-4.8	1.7	4.4%	4.4	x	5.5	2.5	0.7	-1.0

Five structures already listed, arranged by heavy-atom count, ascending:
SMILES	TRHR PAM	D2 PAM	RXFP1 ag	D1 antag	D2 antagonist	RXFP1 antagonist	D1 potentiator	D1 ag	D2 ag
NCCCCCNC(=O)/C=N\O	0.9	-6.0	0.6%	19.5	9.0	-2.7	-5.3	2.7	0.0
C/C(=N\N(Cc1ccccc1)c1ccccc1)c1ccncc1	-5.9	-4.4	-0.2%	-8.8	6.9	5.3	2.0	3.2	-1.0
COc1ccc2oc(=O)c(C(=O)N3CCN(c4ccccc4F)CC3)cc2c1	5.1	8.8	0.1%	5.6	-14.6	-3.9	-0.3	-4.6	0.5
C[C@H](NC(=O)COc1ccc(Cl)cc1)C(=O)N1CCC2(CC1)NCCc1[nH]cnc12	5.7	12.9	-0.6%	-8.5	10.1	-8.2	0.1	-0.3	0.0
Cc1cc2c3c(c1C)C1(C(=O)N3C(C)(C)CC2C)C(C#N)=C(N)Oc2cc(O)ccc21 (stereo not drawn)	0.9	6.5	0.0%	-6.2	-6.3	-8.9	-1.2	0.1	0.7

Additional structures:
SMILES	TRHR PAM	D2 PAM	RXFP1 ag	D1 antag	D2 antagonist	RXFP1 antagonist	D1 potentiator	D1 ag	D2 ag
Brc1ccccc1Cn1c(-c2cncs2)nc2ccccc21	-0.9	-4.0	0.1%	7.1	1.2	x	2.9	2.4	-0.8
COc1ccccc1C(=O)Nc1ccc(NC(=O)C2CCCCC2)nc1	13.7	3.8	1.3%	4.4	-9.2	-11.8	-0.7	2.2	1.2
C(=Nc1ccc(Nc2ccccc2)cc1)c1ccc2ccccc2c1	10.9	-6.6	-2.0%	-4.8	-8.8	-22.6	-6.5	2.3	-0.4
Oc1ccc(Br)cc1/C=N/N1CCCCC1	6.5	1.9	4.4%	6.3	-14.4	x	6.3	0.9	-2.7
Cc1nc(C)c(C(=O)OCC(=O)N(C)c2ccccc2)s1	-1.3	-0.7	-1.2%	6.1	3.0	5.8	1.2	0.5	-0.2
CCN(CC)CCOC(=O)c1ccc(NC(=O)C2(c3ccccc3)CCCC2)cc1	-4.5	-6.1	3.6%	0.9	-5.9	0.6	-8.4	14.1	0.1
CCOc1cc(C2c3c(oc4cc(C)cc(C)c4c3=O)C(=O)N2CCO)ccc1O (stereo not drawn)	1.3	-1.1	0.5%	6.1	x	-1.9	3.4	-0.6	x
COc1ccc(C(=O)n2nc(-c3ccc(C)cc3)nc2N)cc1OC	-5.3	-0.4	3.8%	3.0	9.2	3.4	-3.2	2.3	1.4
c1ccc(-c2nnc3n2NC(c2ccc4c(c2)OCO4)S3)cc1 (stereo not drawn)	-0.7	x	-0.7%	2.7	-4.3	7.5	-1.7	2.3	-0.5
CCN(CC)CCNC(=O)c1ccc2c(c1)N(Cc1ccccc1)C(=O)c1ccccc1S2=O (stereo not drawn)	3.9	12.3	-2.1%	9.7	x	x	-4.9	14.7	-0.5
CC(C)CN(C(=O)COC(=O)c1ccc2c(c1)NC(=O)CS2)C1CCS(=O)(=O)C1 (stereo not drawn)	18.4	-4.1	3.5%	7.4	-3.3	-2.5	-2.9	0.8	0.6
O=C(Nc1ccccc1)N(C1=NCCC1)c1ccc(OC(F)F)cc1	-1.1	-0.3	1.4%	-7.4	22.5	-12.3	-1.6	1.5	14.1
Cc1ccc(S(=O)(=O)N2CCN(C(=O)CCn3nc(C)c(C)c3C)CC2)cc1C	0.1	-9.5	5.6%	-5.8	-5.5	-7.1	-1.9	-2.8	0.8
CCCCN(C(=O)CSc1nncn1-c1ccccc1OC)c1c(N)n(Cc2ccccc2)c(=O)[nH]c1=O	-7.2	0.2	-0.3%	10.6	6.4	11.2	-1.9	-2.2	-1.2
Cc1cc2c(cc1C)NC(c1nc3ccccc3[nH]1)C1=C(CC(C)(C)CC1=O)N2 (stereo not drawn)	-2.1	10.8	-1.9%	-5.8	-10.6	x	-5.2	1.1	0.6
Cc1nc2cc(-c3cccc(F)c3)nn2c(C)c1CCC(=O)N1CCN(c2ccc(F)cc2)CC1	4.3	5.4	-0.4%	9.4	x	x	-3.5	-1.1	0.6
Cc1onc(-c2ccccc2)c1-c1ccnn1S(=O)(=O)c1ccc(Cl)cc1	3.8	0.9	-2.7%	-21.4	-0.9	-7.9	0.2	7.1	1.7
CCOc1ccc(/C=C/C(=O)Nc2sc3c(c2C(=O)OC)C(C(=O)OC)CC3)cc1 (stereo not drawn)	4.6	0.2	-1.3%	5.4	x	5.2	-0.1	-0.5	0.1
Cc1[nH]c2ccccc2c1/C=C(\C#N)C(=O)NCc1ccccc1	-1.5	-17.7	1.8%	-5.3	-20.4	-8.3	-6.5	6.2	-0.2
CCC1CCCCN1CCCNC(=O)c1ccc2c(c1)N(Cc1ccccc1)C(=O)c1ccccc1S2(=O)=O (stereo not drawn)	-2.1	-7.8	-2.5%	0.4	x	-7.9	0.9	6.8	6.0
Cn1nnnc1SCC(=O)Nc1ccccc1Cc1ccccc1	6.1	3.5	-0.4%	10.7	14.7	1.2	4.2	1.6	0.3
COCc1nnc(NC(=O)c2ccc(S(=O)(=O)N(C)Cc3ccccc3)cc2)o1	4.2	x	-0.2%	15.7	1.6	-10.9	-2.5	-0.2	7.0
COc1ccc(C(=O)OCC(=O)N(C)C2CCS(=O)(=O)C2)cc1S(=O)(=O)N1CCCc2ccccc21 (stereo not drawn)	-15.8	x	0.3%	-12.2	x	-20.9	-4.1	10.7	x
Cc1ccccc1OCC(=O)Nc1sc(C(=O)Nc2cccc(C)c2C)c(C)c1C#N	5.3	9.4	8.91µM*	2.3	16.5	-1.4	-0.8	7.5	-0.9
COC(=O)Nc1ccc(C)c2nsnc12	2.4	12.7	-0.1%	-17.6	0.3	4.3	0.5	0.9	-0.6
COc1ccc(Br)cc1CNC(=O)C1CCN(S(=O)(=O)N2CCCCC2)CC1	-7.2	3.0	-0.9%	-29.9	-5.3	-14.9	-2.0	-1.3	-0.7
COc1ccc(-c2nc(SCC(=O)Nc3c(C)cc(C)cc3C)n[nH]2)cc1	-1.3	5.3	4.1%	-0.4	x	1.4	-2.9	-0.5	-0.3
Cc1ccccc1/C=N/n1c(-c2cc(-c3ccccc3)n[nH]2)n[nH]c1=S	3.4	10.7	7.3%	5.0	3.8	-39.5	1.7	6.8	1.7
CN(C)c1nc(-c2cccs2)cc(C(F)(F)F)c1C#N	-0.1	2.0	4.6%	5.4	-1.8	-26.3	2.6	11.8	-0.6
Cc1cccc2c1-c1sc(C(=O)NCc3ccccc3Cl)cc1CO2	-3.8	-20.6	17.3%	-27.7	x	-9.4	-7.0	4.0	0.0
Cc1ccc2c(CC(=O)Nc3cccc(Cl)c3C)coc2c1	-1.3	x	11.1%	-0.3	x	-10.3	-1.5	0.4	0.7
Cc1ccc(S(=O)(=O)CC(=O)c2ccccc2)cc1	-0.1	-3.1	1.4%	-2.1	-4.5	0.8	-2.4	3.0	-0.6

In the list so far, 4 have a thiophene ring, fused or not.
SMILES	TRHR PAM	D2 PAM	RXFP1 ag	D1 antag	D2 antagonist	RXFP1 antagonist	D1 potentiator	D1 ag	D2 ag
CCOc1ccc(/C=C/C(=O)Nc2sc3c(c2C(=O)OC)C(C(=O)OC)CC3)cc1 (stereo not drawn)	4.6	0.2	-1.3%	5.4	x	5.2	-0.1	-0.5	0.1
Cc1ccccc1OCC(=O)Nc1sc(C(=O)Nc2cccc(C)c2C)c(C)c1C#N	5.3	9.4	8.91µM*	2.3	16.5	-1.4	-0.8	7.5	-0.9
CN(C)c1nc(-c2cccs2)cc(C(F)(F)F)c1C#N	-0.1	2.0	4.6%	5.4	-1.8	-26.3	2.6	11.8	-0.6
Cc1cccc2c1-c1sc(C(=O)NCc3ccccc3Cl)cc1CO2	-3.8	-20.6	17.3%	-27.7	x	-9.4	-7.0	4.0	0.0

Entries listed so far shown as hits in RXFP1 ag.
Structure	TRHR PAM	D2 PAM	RXFP1 ag	D1 antag	D2 antagonist	RXFP1 antagonist	D1 potentiator	D1 ag
Cc1ccccc1OCC(=O)Nc1sc(C(=O)Nc2cccc(C)c2C)c(C)c1C#N	5.3	9.4	8.91µM*	2.3	16.5	-1.4	-0.8	7.5
